Assay outcomes as filed in PubChem BioAssay.
PrPC TRFRET: reduces human prion protein on the cell surface | AID 720596 | cell surface PrPC, TR-FRET read-out | P04156 | inhibition, % at 13.8 µM | 370,000 tested, 0.43% active; in the data active = inhibition above about 24%; also: 0% = median of the test wells and 100% = reference compound wells
CCHFV vOTU inh: CCHFV vOTU protease inhibition; Pep-AMC fluorescence; 370,000 tested, 0.55% active; inhibition, % at 11.5 µM; in the data active = inhibition above about 30%; also: 0% = vehicle wells with enzyme and 100% = no enzyme wells
* marks the source's active call; other numbers are inactive results.

SMILES | PrPC TRFRET | CCHFV vOTU inh
COC(=O)[C@@]12C[C@@H](CC(=O)N3CCSCC3)C(=O)N(Cc3cccc4ccccc34)C1=CCC(C)(C)C2 | 1.3 | 8.1
CCn1c(SCc2ccc(C(C)(C)C)cc2)nnc1-c1ccc(C(C)(C)C)cc1 | -5.8 | 21.5
COC(=O)[C@]12C[C@H](CC(=O)N3CCCC3)C(=O)N(CCC3=CCCCC3)C1=C[C@H](COCc1ccccc1)O[C@@H]2C | -1.9 | 8.8
CCCCNC(=O)C[C@@H]1C[C@@]2(C(=O)OCC)CCCC=C2N(CCC2=CCCCC2)C1=O | 9.5 | 26.2
COC(=O)[C@H](CC(C)C)N(Cc1cn(CC2CCCCC2)nn1)S(=O)(=O)c1ccccc1Br | 1.4 | 16.5
Cc1ccccc1CN1[C@@H](C)[C@H](c2ccccc2)Oc2cccc(N3CCCC(C)C3)c2S1(=O)=O (some centres not stated) | 7.0 | 3.8
COCCCNC(=O)C[C@H]1C[C@@]2(C(=O)OC)C(=C[C@H](C(C)(C)C)O[C@@H]2C)N(Cc2ccc(Cl)cc2Cl)C1=O | -5.7 | 20.6
Cc1ccc(C=Nn2c(-c3n[nH]c4c3CCC4)n[nH]c2=S)o1 | -10.1 | 8.8
CC(=O)O[C@@H]1C=C[C@@H](C#Cc2ccc(C(C)(C)C)cc2)O[C@@H]1COC(=O)NC(C)C | -4.0 | -4.9
COc1cc(NC(=O)[C@@H](Cc2ccccc2)NC(=O)[C@H]2O[C@@H](n3ccc(=O)[nH]c3=O)[C@H](O)[C@@H]2O)cc(OC)c1OC | -4.2 | -4.6
CN(C)[C@H]1CCN(c2ccc3c(c2)O[C@@H]2CCN(C2)S3(=O)=O)C1 | -5.6 | -0.7
Cc1ccc(OCc2nc3ccccc3n2C(C(=O)Nc2c(C)cccc2C)C2CC2)cc1 (configuration not stated) | -2.1 | 13.5
CO[C@@H]1CN(C)C(=O)c2cc(NC(=O)Nc3ccc(Cl)cc3)ccc2OC[C@H](C)NC[C@H]1C | -2.6 | 0.1
O=C(NCc1ccccc1)[C@@H]1CCCN1C(=O)[C@H]1CCCN1C(=O)c1ccc(OC(F)(F)F)cc1 | 1.1 | -4.5
COC(=O)c1cc2c(c3c4cc(F)ccc4n(S(=O)(=O)c4ccccc4)c13)C(=O)N(Cc1ccc(N(C)C)cc1)C2 | -0.4 | -8.5
CC1=C2CCCC[C@@]23C2C(=O)N(C)C(=O)[C@@H]2ON3OC1 (some centres not stated) | 3.6 | -5.4
O=[N+]([O-])c1ccc(CN2[C@H](COCc3ccccc3)C=CS2(=O)=O)cc1 | -12.5 | 8.0
COC(=O)c1cc2c(c3c4cc(C)ccc4n(S(=O)(=O)c4ccc(C)cc4)c13)C(=O)N(Cc1ccccc1)C2 | 1.1 | -8.0
CN1CCN(c2ccc3c(c2)Oc2ccccc2CN(Cc2cn(Cc4cccc(C(F)(F)F)c4)nn2)S3(=O)=O)CC1 | -12.1 | 4.8
CC(C)C[C@@H]1COc2cc(N3CCCC3)ccc2S(=O)(=O)N1C | 8.9 | -1.9
CCN(CC)C(=O)c1ncn2c1C(=O)NC[C@H]2C | -9.6 | 17.1
COc1ccc2[nH]c3c(c2c1)CCN[C@]31C(=O)N(Cc2cn(Cc3ccccc3)nn2)c2ccccc21 | 6.3 | 18.3
CC[C@H](CCC(=O)N(c1ccccc1)c1ccccc1)c1ccc(C)cc1 | -0.3 | 6.4
CCN(C(=O)[C@@H](C1CC1)[C@@H](O)c1ccc(Cl)cc1)c1ccccc1 | 2.6 | 4.7
COCCN=C1Sc2ccccc2[C@@H]2C[C@H]3[C@H](CON3C)CN12 | -4.2 | -6.7

Next results follow.
SMILES | PrPC TRFRET | CCHFV vOTU inh
CC(C)C[C@@H]1COc2cc(NCCCN3CCOCC3)ccc2S(=O)(=O)N1 | -4.8 | 20.6
O=S(=O)(CC1NCc2ccccc21)NC1CCCC1 (configuration not stated) | -9.3 | 4.7
CCCCNC(=O)NS(=O)(=O)c1ccc(NC(=O)CSc2nnc(-c3cccs3)n2-c2ccc(OC)cc2)cc1 | 5.4 | 8.6
Cc1ccc(S(=O)(=O)N2[C@@H](CO)CO[C@H]2CC(=O)c2ccc(F)cc2)cc1 | -4.1 | 2.5
COC(=O)[C@H]1C[C@@]2(C3C=CC=C3)c3ccccc3N[C@H]2N1 | -7.6 | 2.2
CCCCN1C[C@@H](COCc2ccccc2)Oc2cccc(F)c2S1(=O)=O | 13.9 | 13.9
Cc1ccccc1CN1CCCCC(NC(=O)c2cccc([N+](=O)[O-])c2)C1=O (configuration not stated) | -6.3 | 2.6
C#CCNC(=O)C[C@@H]1C(=O)N(CCc2ccc(Cl)cc2)/C2=C/CCCCC[C@@]21C(=O)OCC | 7.6 | 6.1
COC(=O)[C@]12C[C@H](CC(=O)NCc3cccc4ccccc34)C(=O)N(CCC3=CCCCC3)C1=C[C@H](COCc1ccccc1)O[C@@H]2C | -2.8 | 1.8
COC(=O)c1cc(-c2ccc(-c3ccccc3)c(F)c2)c(=O)n2c1CCC2 | 2.3 | -6.7
CN(C(=O)[C@H]1O[C@@H](n2cnc3c(=O)[nH]c(N)nc32)[C@H](O)[C@@H]1O)C1CCCCC1 | 6.3 | -4.0
CSCCCNC(=O)c1oc(=O)c2ccccc2c1-c1ccc(C)cc1 | -1.9 | 0.9
CCOC(=O)C1=C(C(=O)OCC)C2N(Cc3ccc(C(F)(F)F)cc3)c3ccccc3[C@@]23C[C@@H](C(=O)OC)N(S(=O)(=O)c2ccccc2C)C3=N1 (some centres not stated) | 8.3 | 11.0
CCCC(=O)Nc1ccc2c(c1)C(=O)N(C)C[C@@H](OC)[C@H](C)CN(Cc1ccc(-c3ccccn3)cc1)[C@@H](C)CO2 | -11.6 | 9.7
COC(=O)[C@]12C[C@H](CC(=O)NCCCN3CCCC3=O)C(=O)N(CCC3=CCCCC3)C1=C[C@H](COCc1ccccc1)O[C@@H]2C | 5.2 | 0.0
COc1cc(Nc2cc(C)n(-c3cc(OC)cc(OC)c3)c(=O)c2)cc(OC)c1 | 3.7 | -7.9
C=CCNc1cccc2c1S(=O)(=O)N[C@@H](C)CO2 | 4.8 | 7.3
O=S1(=O)c2ccc(N3CCSCC3)cc2Oc2ccccc2CN1Cc1cn(Cc2cccc(C(F)(F)F)c2)nn1 | 9.2 | 4.3
Cc1ccc(-c2nnc(SCc3ccc([N+](=O)[O-])cc3)n2-c2ccccc2)cc1 | -5.6 | 5.5
Cc1cccc(NC(=O)c2cc3c(C)nn(-c4ccccc4)c3s2)c1 | -2.7 | 2.3
O[C@H](COc1ccc(F)cc1)CN1CCC(C(O)(c2ccccc2)c2ccccc2)CC1 | 2.5 | -4.1
CCCCNS(=O)(=O)/C=C/c1ccc(F)cc1CNC(=O)OC(C)(C)C | 2.9 | 9.9
Cc1cccc(C)c1NC(=O)C1(C)CSCC(=O)N1CCC(C)C (configuration not stated) | 0.5 | -2.5
CCOC(=O)c1cccc(NC(=O)CN(C)S(=O)(=O)c2cc(OC)ccc2OC)c1 | -5.4 | -1.2
CC1(C)CCC(C)(C)c2cc(NC(=O)c3ccc(C(=O)O)cc3)ccc21 | 13.9 | 15.3

Remaining list, next part:
SMILES | PrPC TRFRET | CCHFV vOTU inh
COc1ccc(NC(=O)C(c2cc3ccccc3o2)n2c(=O)c(-c3cc4ccccc4[nH]3)nc3ccccc32)cc1 (configuration not stated) | 2.7 | -16.4
Cc1ccc2nc(-c3ccc(CN4CCC(n5c(=O)[nH]c6cc(Cl)ccc65)CC4)cc3)c(-c3ccccc3)nc2c1 | -6.9 | 1.5
COC(=O)c1cc2c(c3c4cc(OC)ccc4n(S(=O)(=O)c4ccc(OC)cc4)c13)C(=O)N(Cc1ccccc1)C2 | 3.6 | -5.7
COc1cc(C(NC(=O)C(F)(F)F)C2CCCC=C2c2ccccc2)cc(OC)c1OC (configuration not stated) | 5.5 | 4.4
CCCN1C(=O)c2n[nH]c(C)c2C1c1ccc(Br)cc1 (configuration not stated) | -0.7 | 0.6
C=CCN1C(=O)[C@@H](CC(=O)NCc2ccc(OC)c(OC)c2)[C@]2(C(=O)OCC)CCCCC/C=C/12 | -1.6 | -5.2
COc1cccc(C(C(=O)NCc2ccccc2)N2CCN(c3cccc(C)c3C)CC2)c1OC (configuration not stated) | 3.1 | 1.8
CN[C@H]1C[C@H]2c3[nH]c4cccc(-c5cccc(C)c5)c4c3CCN2C(=O)[C@H]1[C@H](C)O | 3.7 | -7.3
O=C(CNS(=O)(=O)c1ccc(Cl)s1)N1CCN(c2ccccn2)CC1 | -4.3 | 6.2
CN[C@H]1C[C@H]2c3[nH]c4cccc(-c5cccc(F)c5)c4c3CCN2C(=O)[C@H]1[C@H](C)O | -6.0 | -9.5
COC(=O)[C@@]12C[C@@H](CC(=O)N3CCN(C(=O)C4CC4)CC3)C(=O)N(Cc3ccccc3)C1=CCC(C)(C)C2 | 2.5 | 2.3
CCC(NC(=O)C1C2C=CC3(CN(Cc4ccccc4)C(=O)C13)O2)c1ccccc1 (configuration not stated) | 2.3 | -1.3
O=C(NC1CCCCN(Cc2ccc(Cl)cc2)C1=O)c1ccc(F)cc1 (configuration not stated) | 3.0 | -2.0
c1ccc(Cn2c(SC3CCCCC3)nnc2-c2cccnc2)cc1 | -3.5 | 1.7
CCCCCOc1ccc(/C=N/NC(=O)CSc2nnc(-c3ccc(OC)cc3)n2-c2ccc(C)cc2)cc1 | 5.9 | -3.6
COC(=O)C1=C(C)N(Cc2cccc(C(F)(F)F)c2)C(=NCc2ccc3c(c2)OCO3)NC1c1cccc(C(F)(F)F)c1 (configuration not stated) | -9.8 | 14.1
CCCCCCCCN1C(=O)[C@@H](CC(=O)NCCc2ccccc2OC)C[C@@]2(C(=O)OC)C1=C[C@H](C(C)C)O[C@@H]2C1CC1 | 1.2 | 35.1*
C=CCN1C(=O)[C@@H](CC(=O)N2CCN(C(=O)C3CC3)CC2)[C@]2(C(=O)OCC)CCCCC/C=C/12 | -0.9 | -6.6
COC(=O)c1cc(-c2ccccc2OC)c(=O)n2c1CCC2 | -0.1 | -3.9
Cc1nc2ccc(C(=O)N3c4ccccc4N=C(c4ccc5c(c4)OCO5)C3C(=O)NCc3ccccc3)cc2[nH]1 (configuration not stated) | -14.5 | -2.9
CCCCNC(=O)C1CCCN1C(=O)Nc1ccc(Cl)cc1 (configuration not stated) | -2.0 | 4.9
CCCCNC(=O)c1nc(C2CCN(S(=O)(=O)c3c(OC)cccc3OC)CC2)oc1-c1ccccc1 | 5.8 | 16.4
CCCCCCCCN1C(=O)[C@@H](CC(=O)NCCCN2CCCC2=O)C[C@@]2(C(=O)OC)C1=C[C@H](C(C)C)O[C@@H]2C1CC1 | 1.4 | 22.7
O=c1c2cc3cc(Cl)ccc3nc2ncn1Cc1ccc(Oc2ccccc2)cc1 | 13.0 | -3.8
CCCCCN1CCCCC(NC(=O)C(C)(C)C)C1=O (configuration not stated) | -1.7 | 2.4

Full records as entered above. Screens in order: PrPC TRFRET, CCHFV vOTU inh
C=CCN1C(=O)[C@@H](CC(=O)N2CCN(C(=O)C3CC3)CC2)[C@]2(C(=O)OCC)CCCCC/C=C/12 in the list: -0.9, -6.6
CCCCNC(=O)C1CCCN1C(=O)Nc1ccc(Cl)cc1 (configuration not stated) in the list: -2.0, 4.9

Additional records:
SMILES | PrPC TRFRET | CCHFV vOTU inh
O=C(Nc1ccc(F)cc1)C(c1cc2ccccc2o1)N1CCN(CC(=O)N2CCCC2)CC1 (configuration not stated) | -1.0 | -2.7
CC(C)(C)OC(=O)N1CCC2CCN(S(C)(=O)=O)CC21 (configuration not stated) | -8.2 | -1.0
Cc1ccc(-c2cc(C(=O)NN=Cc3ccc(F)cc3)[nH]n2)cc1C | -9.2 | 8.6
Cc1ccc2c(c1)C(CS(=O)(=O)NCC(C)C)NC2 (configuration not stated) | -7.0 | 1.3
O=S(=O)(N[C@@H]1CC[C@H](CCNS(=O)(=O)c2ccccc2Cl)O[C@@H]1CO)c1ccccc1 | 10.4 | 0.7
CCOC(=O)[C@@]12CCCC=C1N(CCc1ccc(Cl)cc1)C(=O)[C@H]2CC(=O)NCCCCc1ccccc1 | 6.6 | 15.0
O=C(NCc1ccc(C(=O)N2CCOCC2)cc1)c1cccc(Br)c1 | -2.7 | -2.5
COC(=O)[C@H](Cc1ccccc1)N(Cc1cn(Cc2ccccc2)nn1)S(=O)(=O)c1ccccc1Br | -0.7 | 0.4
COc1ccc2ccccc2c1C=NNC(=O)c1cc(-c2ccc(C)cc2)n[nH]1 | 6.0 | 1.4
O=C(Nc1ccc(F)cc1Cl)C1CCCN1S(=O)(=O)c1cccc2cccnc12 (configuration not stated) | -3.9 | -1.6
N#CCC[C@@H]1CC[C@]2(CCCN(Cc3ccncc3)C2)O1 | -7.4 | 0.0
COc1ccc(-c2c(Cc3ccccc3)nc(NC(=O)c3ccccc3F)n2C)cc1 | 1.4 | 11.8
COC(=O)C[C@@H]1C=C[C@@H](NC(=O)c2ccccc2F)[C@@H](CO)O1 | -4.2 | -0.8

Rewritten as a markdown table: part of the list above
| molecule | PrPC TRFRET | CCHFV vOTU inh |
| --- | --- | --- |
| CC(C)(C)OC(=O)N1CCC2CCN(S(C)(=O)=O)CC21 (configuration not stated) | -8.2 | -1.0 |
| Cc1ccc(-c2cc(C(=O)NN=Cc3ccc(F)cc3)[nH]n2)cc1C | -9.2 | 8.6 |
| Cc1ccc2c(c1)C(CS(=O)(=O)NCC(C)C)NC2 (configuration not stated) | -7.0 | 1.3 |
| O=S(=O)(N[C@@H]1CC[C@H](CCNS(=O)(=O)c2ccccc2Cl)O[C@@H]1CO)c1ccccc1 | 10.4 | 0.7 |
| CCOC(=O)[C@@]12CCCC=C1N(CCc1ccc(Cl)cc1)C(=O)[C@H]2CC(=O)NCCCCc1ccccc1 | 6.6 | 15.0 |
| O=C(NCc1ccc(C(=O)N2CCOCC2)cc1)c1cccc(Br)c1 | -2.7 | -2.5 |

Only part of the results is shown, so the mix of outcomes need not match the whole.
